S3 lipid droplet = qHTS Assay for Lipid Storage Modulators in Drosophila S3 Cells; Drosophila S3 cells, BODIPY lipid droplet fluorescence, 18-24 h; cells fed with added oleic acid; Potency in µM for hits, for the others lipid storage change, negative = inhibition, % at the top dose, mostly 46.1 µM; 320,000 compounds, 0.64% hits; active = well fitted inhibition curve with a large enough effect in the signal ratio, with a control signal flat, not every such curve was filed as active; inconclusive = small, poorly fitted or top-dose-only effect, or effect the other way, or a change in a side signal; the % refers to the signal ratio
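Drosophila S3 cells loaded with oleic acid (400 uM, as added) and compounds at several concentrations; lipid droplets imaged by 488-nm laser-scanning cytometry, 500–530 nm intensity and object ratio to cell channel. Percent activity normalized to 20 uM Triacsin C.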
S3 lipid droplet cell count max = also measured in S3 lipid droplet; calls as there; cell number change, %; measured here: cell count max response;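 cells counted by Cell Tracker Red CMTPX staining in the red channel; peak over a dose series mostly up to 46.1 µM; percent activity relative to internal control wells on each plate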
Starred values were filed as active, the others as inactive; i = inactive; ? = inconclusive; . = no result given. % is set by controls: 0 for no effect and ±100 for the full control effect; potency is the fitted concentration of half-maximal effect.

SMILES | S3 lipid droplet | S3 lipid droplet cell count max
COc1cccc(C(=O)NC(=O)Nc2cc(C)[nH]n2)c1 | ? | .
Cn1c(=O)n(Cc2ccc(Cl)cc2)c2ccccc21 | ? | .
CCn1c(CC(=O)Nc2ccc(C)cc2)nnc1SCC(=O)N1CCN(c2ccccc2)CC1 | i | .
COCC(=O)N(C)c1nnc(-c2cnccn2)s1 | 2% | 0
CCOc1ccc(NC(=O)COc2ccc(C(=O)NCc3cccnc3)cc2OC)cc1 | ? | .
COc1ccc(CCNC(=O)CCN2C(=O)[C@@H]3Cc4ccccc4CN3C2=O)cc1OC | ? | .
CCOc1ccc(NC(=O)CN(C)C(=O)C(C)N2C(=O)c3ccccc3C2=O)cc1OCC (centres undefined) | ? | .
COc1ccc(CC(=O)n2nc(-c3ccccc3)nc2NCc2ccco2)cc1 | ? | .
COc1cccc(CN(C(=O)c2cc3ccccc3oc2=O)C2CCS(=O)(=O)C2)c1 (centres undefined) | i | .
Cc1ccc(C)c(NC(=S)NCC(c2ccccc2)N(C)C)c1 (centres undefined) | i | .
CCOC(=O)Cc1csc(Nc2ccc(Cl)cc2)n1 | 10% | 5
CN=c1scc(-c2ccccc2Br)n1/N=C/c1ccc[nH]1 | ? | .
CC(NCc1ccccc1Cl)C(=O)Nc1ccc(S(=O)(=O)N2CCCC2)cc1 (centres undefined) | 12% | 7
Cc1cc(OCC(=O)N(Cc2ccco2)c2c(N)n(Cc3ccccc3)c(=O)[nH]c2=O)ccc1Cl | ? | .
O=C1/C(=C/c2ccc(F)cc2)CCC1C1CCCC1 (centres undefined) | 17% | 7
COc1ccc(S(=O)(=O)CCC(=O)N2CCN(c3cccc(Cl)c3)CC2)cc1 | ? | .
Cc1cccc(NCc2ccc([N+](=O)[O-])s2)c1 | ? | .
CCOc1cc(C(=O)NCc2ccccc2)ccc1OCC(=O)N1CCCCC1 | -15% | -16
Cc1cc(Cl)cc(Br)c1OCCCN1C(=O)NC(C)(C)C1=O | ? | .
CNCc1ccccc1OCC(=O)Nc1ccccc1OC | 8% | 11
COC(=O)CSc1nnc(-c2ccncc2)n1N | ? | .
Cc1noc(C)c1COC(=O)CCCNC(=O)c1ccc(Cl)cc1 | ? | .
Cc1ccc(NC(=S)NCc2ccccc2)cc1S(=O)(=O)N1CCCCC1 | ? | .
CCOC(=O)N1CCN(C(=O)CSc2nnc(CNC(=O)c3c(F)cccc3Cl)o2)CC1 | ? | .
O=C(O)CCCC(=O)OCCCCc1cccs1 | -7% | -13
CS(=O)(=O)N(Cc1ccco1)Cc1ccccc1Cl | -3% | 4
O=C(Nc1nc2ccccc2n1CCN1CCCCC1)c1ccc(Cl)cc1 | ? | .
C=CC(n1cncn1)C(O)(c1ccccc1)c1ccccc1 (centres undefined) | 18% | 16
CCCOc1ccc(N2C(=O)CC(N3CCN(c4nc5ccccc5s4)CC3)C2=O)cc1 (centres undefined) | i | .
O=C(NCc1ccco1)/C(=C\c1cccc([N+](=O)[O-])c1)NC(=O)c1ccco1 | ? | .
CCOC(=O)C(NCCc1ccccc1)(NC(C)=O)C(F)(F)F (centres undefined) | 0% | 2
COC(=O)N1C(=O)[C@](c2ccccc2)(C(C)C)N1C(=O)OC | -11% | -4
COc1ccc(S(=O)(=O)NCCC(=O)OCc2cc(=O)oc3cc(C)ccc23)cc1[N+](=O)[O-] | i | 13
C=CCn1c(SCc2cc(C(C)=O)ccc2OCC)nc2ccccc2c1=O | ? | .
Cc1ccc(NC(=O)NNC(=O)CN2C(=O)COc3ccccc32)cc1 | ? | .
Cn1c(=O)c2c(nc(N3CCN(c4ccccn4)CC3)n2Cc2ccccc2Cl)n(C)c1=O | 0% | -16
Cc1cccc(N2CCN(Cc3cn(C)nc3-c3ccccc3F)CC2)n1 | 1% | -5
O=C(O)c1cccc(COc2ccc3c(c2)CCC3)c1 | 8% | -5
CC(C)N(Cc1nc(-c2ccccc2)no1)C(=O)C1CCCCC1 | ? | .
CCN(CC)S(=O)(=O)c1ccc(N2CCCC2)c(NC(=O)c2nn(C)c(=O)c3ccccc23)c1 | ? | .

One compound at a time, from the list above. Screens in order: S3 lipid droplet, S3 lipid droplet cell count max
`COc1ccc(S(=O)(=O)NCCC(=O)OCc2cc(=O)oc3cc(C)ccc23)cc1[N+](=O)[O-]` in the list: i, 13
`Cc1noc(C)c1COC(=O)CCCNC(=O)c1ccc(Cl)cc1` in the list: ?, .
`CCOC(=O)N1CCN(C(=O)CSc2nnc(CNC(=O)c3c(F)cccc3Cl)o2)CC1` in the list: ?, .
`CCN(CC)S(=O)(=O)c1ccc(N2CCCC2)c(NC(=O)c2nn(C)c(=O)c3ccccc23)c1` in the list: ?, .

(further entries)
SMILES | S3 lipid droplet | S3 lipid droplet cell count max
O=C(c1ccccc1)N1N=C(c2ccc(F)cc2)CC1(O)C(F)(F)F (centres undefined) | ? | .
COc1ccc(C2C(C#N)=C(N)Oc3cc(C)n(Cc4ccco4)c(=O)c32)cc1 (centres undefined) | ? | .
COc1ccccc1N1CCN(/N=C/c2cccc(O)c2)CC1 | 14% | -5
O=C(CN(C(=O)CNS(=O)(=O)c1ccc(F)cc1)c1ccccc1)NCc1ccco1 | ? | .
CC(=O)Nc1sc(N/N=C\c2ccc(O)cc2)nc1-c1cccs1 | 13% | 12
Cc1ccc(NC(=O)CSc2ccc3c(c2)OCCO3)nc1 | ? | .
COc1ccc2cc(C(=O)N3CCN(c4ccccc4OC)CC3)[nH]c2c1 | i | .
O=C(OCC1O[C@@H](OC(=O)c2cc(O)c(O)c(O)c2)[C@@H](OC(=O)c2cc(O)c(O)c(O)c2)[C@@H](OC(=O)c2cc(O)c(O)c(O)c2)[C@@H]1OC(=O)c1cc(O)c(O)c(O)c1)c1cc(O)c(O)c(O)c1 (some centres undefined) | 4% | 7
COc1ccc(CN(CC(=O)NCc2ccccc2)C(=O)CCC(=O)Nc2nccs2)cc1 | ? | .
COCCN(CCOc1cc(C)cc(C)c1)Cc1ccc(Cl)cc1 | ? | .
CO/N=C(/CNC(=O)c1cccc(Cl)c1)c1ccc(Cl)cc1 | ? | .
Cc1ccc(OCC(=O)NC2CCS(=O)(=O)C2)c(C)c1 (centres undefined) | i | 15
CCC1(CC)C(=O)NC(=O)NC1=Nc1cccc(OC)c1 | -3% | 4
O=C(CSc1nc2cc(Cl)ccc2s1)N1CCCc2ccccc21 | i | .
COCCOC(=O)c1sc2nc[nH]c(=O)c2c1C | -10% | -18
Cc1cc(CN2C(=O)c3ccccc3C2=O)no1 | i | .
Cc1ccc(NC(=O)C(=O)NCC2CCCN2S(=O)(=O)c2cccs2)cc1 (centres undefined) | ? | .
S=c1[nH]nc(Cc2cccc3ccccc23)o1 | 6% | .
O=C(Nc1ccccc1)c1ccc(S(=O)(=O)NCc2ccco2)cc1 | i | -17
O=C(CSc1ncn[nH]1)Nc1ccccc1-c1ccccc1 | ? | .
COC(=O)CNS(=O)(=O)c1ccc(Cc2ccc(S(=O)(=O)NCC(=O)OC)cc2)cc1 | 1% | -14
COc1ccc(C2C3=C(CC(C)(C)CC3=O)Nc3cc4c(cc32)OCO4)cc1 (centres undefined) | -5% | -6
COCCN(C(=O)CSc1nnc(Nc2ccc(C)cc2)s1)c1c(N)n(CC(C)C)c(=O)[nH]c1=O | ? | .
COc1ccc(CN(CC2CCC(C(=O)O)CC2)C(=S)Nc2cccc(C)c2)cc1 (centres undefined) | ? | .
Cc1occc1C(=O)N/N=C/C=C/c1ccc(N(C)C)cc1 | 23% | -19
CCC(=O)OC1CSc2nc3ccccc3n2C1 (centres undefined) | 8% | -11
O=C(Nc1ccc2c(c1)OCO2)C1CC(=O)N(c2ccccc2)C1 (centres undefined) | ? | .
CCc1nnc(NC(=O)CSc2nnc(-c3ccoc3C)n2CC(C)C)s1 | ? | .
CN1C2CCC1CC(NC(=O)CSc1ccc(C(C)(C)C)cc1)C2 (centres undefined) | 2% | 1
CN1CCC(OC(=O)COc2ccc(Cl)cc2Cl)CC1 | -4% | 0
CCOc1ccc(-n2c(=S)sc3c(=O)[nH]c(SCC(=O)NCC4CCCO4)nc32)cc1 (centres undefined) | ? | .
CC(C)N1CCc2c(sc(NC(=O)C3CCCCC3)c2C(N)=O)C1 | ? | .
Cc1nn2c(SCC(=O)c3cccs3)cc(C(C)(C)C)nc2c1-c1ccccc1 | -9% | -1
Cc1[nH]n(-c2ccc(Br)cc2)c(=O)c1/C=N/NC(=O)c1ccccc1 | ? | .
Cn1c(CN2CCCC2)nc2cc(NC(=O)Nc3ccccc3)ccc21 | ? | .
O=C(NCc1ccco1)c1cnc2ccccn2c1=O | i | .
CSc1nc2ccc(N3C(=O)C4CCCCC4C3=O)cc2s1 (centres undefined) | -13% | 16
CCOC(=O)C1CCN(C(=S)NC2CC3C=CC2C3)CC1 (centres undefined) | -1% | 4
Cc1nn(Cc2ccc([N+](=O)[O-])cc2)c(=O)n1-c1ccc(F)cc1 | ? | .
COc1ccc(N2CCN(c3ccc(NC(=O)NN)cc3)CC2)cc1 | ? | .
O=C1CC(=O)CC(c2ccccc2Cl)C1 | 3% | -3
CC(=O)c1c(C)[nH]c(C(=O)NCc2ccco2)c1C | ? | .
COc1ccc(/C=C2\Oc3cc(OCC(=O)N4CCC[C@H]4CO)ccc3C2=O)c(OC)c1 | ? | .
CC(=O)Cc1nsc(NC(=O)c2cccc(F)c2)n1 | -12% | -16
COc1cccc(CNS(=O)(=O)c2ccc3c(c2)NC(=O)CS3)c1 | ? | .
O=C(NCc1ccc2c(c1)OCO2)c1cccc(S(=O)(=O)N2CCOCC2)c1 | ? | .
O=C(COC(=O)c1cnccn1)Nc1ncc(Cl)cc1Cl | ? | .
COc1ccccc1NC(=O)C(=O)N/N=C/c1cccs1 | 0% | 1
CC(C)(C)NS(=O)(=O)c1ccc(CCC(=O)NCc2ccccn2)cc1 | ? | .
O=C(Nc1cccc(Cl)c1)N1CCOCC1 | ? | .
Cc1ccc(Sc2cc(C(=O)NCCN(C)C)c3ccccc3n2)cc1 | ? | .
C=CCSc1nnc(NC(=O)CCNC(=O)c2ccco2)s1 | ? | .
CCOc1ccc(N2C(=O)/C(=C/c3ccccc3)N=C2SC)cc1 | 0% | -1
CCOC(=O)Cc1nc2ccccc2[nH]1 | ? | .
COC(=O)c1ccc(CN2CCN(CCCc3ccccc3)C(CCO)C2)cc1 (centres undefined) | 8% | 9
CCn1c(SCC(=O)N2CCCC2)nnc1-c1ccco1 | i | 11
COC(=O)Cc1ccc(NC(=O)c2ccc(C(C)(C)C)cc2)cc1 | ? | .
Cc1ccc(S(=O)(=O)N2CCCCC2)cc1NC(=O)CCNC(=O)c1ccc([N+](=O)[O-])cc1 | ? | .
CS(=O)(=O)c1ccc(Cl)c(NC(=O)c2cccc(Br)c2)c1 | -20% | -13
Cc1ccc2c(c1)C1CN(C)CCC1N2C(=O)COc1ccc(N(C)C(=O)c2ccccc2)cc1 (centres undefined) | 11% | 24

Exported with two lines to a compound: 4 of the compounds above
Every second line gives: S3 lipid droplet, S3 lipid droplet cell count max
> O=C(COC(=O)c1cnccn1)Nc1ncc(Cl)cc1Cl
→ ?, .
> COC(=O)Cc1ccc(NC(=O)c2ccc(C(C)(C)C)cc2)cc1
→ ?, .
> CS(=O)(=O)c1ccc(Cl)c(NC(=O)c2cccc(Br)c2)c1
→ -20%, -13
> CC(=O)c1c(C)[nH]c(C(=O)NCc2ccco2)c1C
→ ?, .

(continued)
SMILES | S3 lipid droplet | S3 lipid droplet cell count max
CCCCCN(C(=O)NC(=O)Nc1ccc(C)cc1C)S(C)(=O)=O | ? | .
CCCN(CCC)Cc1c(C(=O)N/N=C/c2ccsc2)nnn1-c1nonc1N | ? | .
CCOc1ccc(S(=O)(=O)N2CCC(C(=O)OC(C)C(=O)NC3CCCCC3C)CC2)cc1 (centres undefined) | ? | .
COCCCNC(=O)Cn1c(=O)n(Cc2ccc(F)cc2)c(=O)c2sccc21 | ? | .
COc1ccccc1CCNC(=O)C(=O)NCCC1CCCCN1S(=O)(=O)c1cccs1 (centres undefined) | ? | .
COc1cccc(NC(=O)Cn2c(=O)n(-c3ccccc3)c(=O)c3sccc32)c1 | 2% | .
Cn1c(=O)c2c(nc(SCC(=O)O)n2Cc2cccc(C(F)(F)F)c2)n(C)c1=O | ? | .
Cc1ccccc1-c1nc(CS(=O)(=O)CC(=O)NCCCN2CCCC2)c(C)o1 | 5% | 11
Cn1cnnc1SCC(=O)N1CCC(Cc2ccccc2)CC1 | 12% | -9
O=S(=O)(Nc1cccc2cn[nH]c12)c1ccc(F)cc1 | ? | .
O=[N+]([O-])c1cccc(-n2cc3ccc([N+](=O)[O-])cc3n2)c1 | ? | .
COc1ccc(CNC(=O)Cn2cncn2)cc1OC | ? | .
O=C(Nc1ccc(S(=O)(=O)Nc2ncccn2)cc1)c1ccccc1Br | i | 13
Cc1c(NS(=O)(=O)c2cc(C(=O)NC(C)c3ccccc3)ccc2Cl)c(=O)n(-c2ccccc2)n1C (centres undefined) | ? | .
Cc1cccc(NC(=O)NNC(=O)COc2ccc3ccccc3c2)c1 | -5% | 13

Look-ups from the list:
Cc1cccc(NC(=O)NNC(=O)COc2ccc3ccccc3c2)c1 – S3 lipid droplet cell count max = 13
Cn1cnnc1SCC(=O)N1CCC(Cc2ccccc2)CC1 – S3 lipid droplet = 12%

Screening data as filed in PubChem BioAssay.

A portion of the library, so the mix of outcomes need not match the whole.
